Assay outcomes as filed in PubChem BioAssay.
UTI89 phage lysis = inhibition of K1F phage lysis, E. coli UTI89, bacterial capsule biogenesis inhibitors, alamar blue (AID 488966); E. coli UTI89 K1F phage lysis, alamar blue, 2 h; higher % means a stronger effect; inhibition, % at 100 µM, or IC50 in µM where a hit was titrated; actives 0.02% (n = 340,000);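 active means phage lysis inhibition, versus mean bacterial control, above a set limit; inconclusive means no clear call, values can overlap the other calls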;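 further: capsule biogenesis inhibitors block K1F phage lysis so surviving cells raise fluorescence; higher fluorescence means more inhibition of phage lysis; actives were called in the ten point dose series up to 300 µM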
GPR55 antagonists = GPR55 antagonists blocking LPI-driven arrestin recruitment, primary screen, imaging, U2OS, beta-arrestin-GFP, LPI agonist (AID 2013); U2OS GPR55 beta-arrestin-GFP translocation imaging, LPI antagonism; higher % means a stronger effect; inhibition, % at 10 µM; hits with a dose series show IC50 in µM; actives 0.13% (n = 290,000);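 active means spots per cell inhibited over 60%, with over 100 cells counted and total cytoplasm intensity under 500,000; inconclusive means wells with under 100 cells, flagged as likely toxic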;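 further: U2OS cells stably carrying GPR55 and arrestin-GFP stimulated by 5 µM LPI near EC80; imaged beta-arrestin-GFP aggregate spots per cell after agonist stimulation; plate controls were LPI-stimulated DMSO wells for no effect and DMSO wells without LPI for full effect; some results filed as inactive read as strong as hits; confirmed hits need IC50 under 10 µM and bright autofluorescent wells are also inconclusive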
Siah-1 displacement = Siah-1 peptide-binding antagonists, primary screen, biochemical, fluorescence polarization, rhodamine-plectin, uHTS (AID 1817) | displacement, % at 20 µM, or IC50 in µM where a hit was titrated | actives 0.02% (n = 290,000) | Siah-1 / rhodamine-plectin peptide fluorescence polarization; higher % means a stronger effect;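 active means displacement of at least 50% at 20 µM, with a fluorescence ratio check between 0.3 and a set limit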;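 further: plate controls were Siah plus tracer with DMSO for no effect and tracer alone without Siah for full effect; strong numbers were not always called active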
NS5 inhibitors = Dengue-2 NS5 methyltransferase inhibitors, primary screen, biochemical, confirmation dose response (AID 588689); Dengue-2 NS5 methyltransferase capping enzyme assay, biochemical; higher % means a stronger effect; one-dose inhibition, % at 25 µM; IC50 in µM for titrated hits; actives 0.3% (n = 340,000); in the data active means a potency from the dose series; inconclusive means inhibition above about 29% without an active follow-up result
AID2073 = inhibitors of Mint1-CaV2.2 protein interaction, biochemical, HTRF (AID 2073) | HTRF protein-protein interaction, Mint1-CaV2.2; higher % means a stronger effect | actives 0.19% (n = 290,000) | one-dose inhibition, % at 20 µM; IC50 in µM for titrated hits; in the data active means inhibition mostly above about 51%, no sharp cut-off; inconclusive means no clear call, values can overlap the other calls; inactive means mostly below about 53%; further: some results filed as inactive read as strong as hits
NTR1 agonist = NTR1-driven beta-arrestin-GFP spot formation – imaging, U2OS cells, high content, primary screen (AID 493036). P30989. agonist mode. activation, % at 20 µM. actives 0.17% (n = 330,000);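 active means activation at or above 40% of the spot to cytoplasm intensity ratio, with at least 20 cells analyzed; inconclusive means wells under 20 cells, flagged as cytotoxic or low count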;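 further: 0% = DMSO without peptide and 100% = 100 nM NTR1 peptide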
Target sequence (P30989 whole entry, looked up): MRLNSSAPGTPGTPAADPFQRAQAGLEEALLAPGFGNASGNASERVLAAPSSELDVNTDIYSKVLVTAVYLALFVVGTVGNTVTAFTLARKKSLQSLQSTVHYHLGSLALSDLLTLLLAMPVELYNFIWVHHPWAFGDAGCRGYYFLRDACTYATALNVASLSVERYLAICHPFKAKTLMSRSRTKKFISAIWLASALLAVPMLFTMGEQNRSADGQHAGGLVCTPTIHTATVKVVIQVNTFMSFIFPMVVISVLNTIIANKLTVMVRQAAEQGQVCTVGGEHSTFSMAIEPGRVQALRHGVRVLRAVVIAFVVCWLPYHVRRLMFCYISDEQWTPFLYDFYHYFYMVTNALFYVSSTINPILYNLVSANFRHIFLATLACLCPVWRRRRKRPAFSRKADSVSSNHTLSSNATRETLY
GPR55 activation = selective activators of receptor GPR55 – imaging, U2OS cells, beta-arrestin-GFP redistribution, primary screen (AID 1961). actives 0.048% (n = 290,000). U2OS GPR55 beta-arrestin-GFP redistribution imaging; higher % means a stronger effect. one-dose activation, % at 10 µM; EC50 in µM for titrated hits;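 active means activation above 40% with more than 50 cells counted in the well; inconclusive means wells holding fewer than 50 cells, flagged as toxic or sparse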;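 further: U2OS osteosarcoma cells stably expressing GPR55 and beta-arrestin-GFP; plate controls were DMSO negative control for no effect and LPI positive control for full effect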
HIV peptide binding = inhibitors of HIV fusion peptide binding, primary screen, biochemical, uHTS, fluorescence dequenching (AID 1986); cell-free peptide binding, fluorescence dequenching, 30 min; higher % means a stronger effect; inhibition, % at 20 µM, or IC50 in µM where a hit was titrated; actives 0.3% (n = 290,000); in the data active means inhibition mostly above about 52%, no sharp cut-off; inactive means mostly below about 76%; further: some results filed as inactive read as strong as hits
GPR35 antagonists = inhibition of zaprinast-stimulated GPR35 beta-arrestin translocation – imaging, U2OS, beta-arrestin-GFP, zaprinast agonist, primary screen (AID 2058); U2OS GPR35 beta-arrestin-GFP translocation imaging, zaprinast antagonism; higher % means a stronger effect; inhibition, % at 10 µM; hits with a dose series show IC50 in µM; actives 0.052% (n = 290,000);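 active means inhibition of at least 50% with at least 30 cells and total cytoplasm GFP at most 10,000,000; inconclusive means under 30 cells or total GFP of 10,000,000 plus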
NTR1 agonist cell count 20 µM = further read-out of NTR1 agonist, marked with its call; cell count; measured here: cell count, cytotoxicity flag
NS5 inhibitors pilot replicate = also measured in NS5 inhibitors; calls as there; inhibition, %; measured here: pilot screen replicate inhibition
* hit, by the source's call; u = inconclusive; x = no result given; [ ] = remark or other dose.

The first 11 records, ahead of the listing:
SMILES	UTI89 phage lysis	GPR55 antagonists	Siah-1 displacement	NS5 inhibitors	AID2073	NTR1 agonist	NTR1 agonist cell count 20 µM	GPR55 activation	HIV peptide binding	GPR35 antagonists	others
CCC(=O)c1cc2c(cc1NC(=O)c1ccccc1)OCCO2	1.7%	12%	2%	-2%	18%	0.9	67	0.3%	-3.3%	4%
Cc1ccc(Cn2nnnc2CN2CCC(O)(c3ccc(F)cc3)CC2)cc1	0.4%	1%	0%	1%	-1%	-0.6	65	-0.2%	0.6%	-8%
CC(C)[C@H](NC(=O)c1ccccc1)C(=O)OCC(=O)N1CC2(C)CC1CC(C)(C)C2 (stereo partly specified)	0.5%	0%	-1%	-3%	3%	-0.1	46	0.3%	-1.5%	1%
CCNC(=O)CSc1nc2sccc2c(=O)n1-c1ccccc1	0.2%	-1%	-4%	-10%	15%	1.2	93	-0.1%	-1.1%	2%
CCOc1nc(-c2ccccc2)ccc1-c1noc(COc2ccccc2)n1	0.6%	2%	-4%	-1%	12%	-1.4	32	-0.3%	-0.7%	1%
Cc1ccccc1OCC(=O)Nc1cccc(NC(=O)c2ccco2)c1	0.1%	5%	2%	3%	-3%	3.6	34	0.6%	1.0%	-13%
O=C(Nc1ccc2c(c1)OCCO2)C1CCCN(S(=O)(=O)c2cccc3nsnc23)C1 (stereo unspecified)	1.9%	-10%	-1%	4%	0%	0.5	47	-0.1%	-0.1%	-5%
O=C(Nc1ccc(F)cc1F)c1ccc2c(c1)[nH]c(=O)n2Cc1ccc(F)cc1	0.1%	x	6%	-5%	3%	0.7	70	0.0%	-1.3%	-10%
CCOc1ccc(CNn2nnnc2N)cc1	8.2%	0%	-1%	-6%	3%	-3.5	42	-0.1%	-1.3%	9%
CC(=O)Nc1ccc(C(=O)OCC(=O)Nc2c(F)cccc2F)cc1	0.0%	5%	-6%	1%	0%	0.6	57	-0.2%	-2.5%	17%
O=C(OCc1ccccc1)c1cccc(-c2nnc(-c3ccccc3)o2)c1	0.2%	10%	4%	-3%	2%	8.4	50	0.6%	3.0%	-3%

The listing (from the top)
SMILES	UTI89 phage lysis	GPR55 antagonists	Siah-1 displacement	NS5 inhibitors	AID2073	NTR1 agonist	NTR1 agonist cell count 20 µM	GPR55 activation	HIV peptide binding	GPR35 antagonists	others
CCC(=O)c1cc2c(cc1NC(=O)c1ccccc1)OCCO2	1.7%	12%	2%	-2%	18%	0.9	67	0.3%	-3.3%	4%
Cc1ccc(Cn2nnnc2CN2CCC(O)(c3ccc(F)cc3)CC2)cc1	0.4%	1%	0%	1%	-1%	-0.6	65	-0.2%	0.6%	-8%
CC(C)[C@H](NC(=O)c1ccccc1)C(=O)OCC(=O)N1CC2(C)CC1CC(C)(C)C2 (stereo partly specified)	0.5%	0%	-1%	-3%	3%	-0.1	46	0.3%	-1.5%	1%
CCNC(=O)CSc1nc2sccc2c(=O)n1-c1ccccc1	0.2%	-1%	-4%	-10%	15%	1.2	93	-0.1%	-1.1%	2%
CCOc1nc(-c2ccccc2)ccc1-c1noc(COc2ccccc2)n1	0.6%	2%	-4%	-1%	12%	-1.4	32	-0.3%	-0.7%	1%
Cc1ccccc1OCC(=O)Nc1cccc(NC(=O)c2ccco2)c1	0.1%	5%	2%	3%	-3%	3.6	34	0.6%	1.0%	-13%
O=C(Nc1ccc2c(c1)OCCO2)C1CCCN(S(=O)(=O)c2cccc3nsnc23)C1 (stereo unspecified)	1.9%	-10%	-1%	4%	0%	0.5	47	-0.1%	-0.1%	-5%
O=C(Nc1ccc(F)cc1F)c1ccc2c(c1)[nH]c(=O)n2Cc1ccc(F)cc1	0.1%	x	6%	-5%	3%	0.7	70	0.0%	-1.3%	-10%
CCOc1ccc(CNn2nnnc2N)cc1	8.2%	0%	-1%	-6%	3%	-3.5	42	-0.1%	-1.3%	9%
CC(=O)Nc1ccc(C(=O)OCC(=O)Nc2c(F)cccc2F)cc1	0.0%	5%	-6%	1%	0%	0.6	57	-0.2%	-2.5%	17%
O=C(OCc1ccccc1)c1cccc(-c2nnc(-c3ccccc3)o2)c1	0.2%	10%	4%	-3%	2%	8.4	50	0.6%	3.0%	-3%
Cc1c(NC(=O)OCCNC(=O)COc2c(Cl)cccc2Cl)sc(=S)n1C	-0.3%	-12%	2%	-6%	-13%	0.7	57	-0.1%	-0.3%	-7%
CCN(CC)S(=O)(=O)c1cccc(NC(=O)COC(=O)/C=C/c2cccs2)c1	-0.2%	6%	-7%	-3%	1%	5.7	60	-0.1%	-1.8%	9%
CC(C)CCNC(=O)NC(=O)COC(=O)c1cc(S(=O)(=O)N2CCOCC2)ccc1N1CCCCC1	-0.2%	-7%	-1%	0%	u	4.2	60	0.0%	-3.6%	-12%
CCCCCCC(=O)N1CCC(c2nc3c(nnn3Cc3ccccc3Cl)c(=O)[nH]2)CC1	0.6%	7%	-3%	-2%	-5%	18	76	-0.1%	-1.5%	-11%
COC(=O)N=Nc1c(O)[nH]c2ccc(Br)cc12	0.7%[50 µM]	-6%	0%	8%	9%	3.5	61	-0.2%	-0.3%	9%
Cc1ccc(NC(=O)C(C)N2C(=O)c3ccccc3C2=O)nc1 (stereo unspecified)	0.4%	0%	-3%	-3%	0%	1.0	91	-0.1%	-0.3%	-12%
Cc1cc(C)c(NC(=O)CCCC(=O)O)c(Cl)c1	0.3%	5%	-1%	5%	12%	-0.5	54	-0.1%	2.2%	1%	NS5 inhibitors pilot replicate=-2.1
Cc1cc(C)cc(OC(C)C(=O)Nc2ccccc2C(=O)NCc2cccnc2)c1 (stereo unspecified)	-0.4%	7%	-2%	-2%	0%	3.2	56	-0.1%	0.4%	2%
CC1CCN(C(=S)NC(=O)c2cccs2)CC1	0.2%	5%	12%	-7%	-18%	1.1	58	-0.7%	0.9%	-3%
COc1ccc(-c2csc(Nc3cccc(C)n3)n2)cc1	2.6%	2%	2%	x	6%	8.3	64	-0.1%	0.3%	-2%
O=C(CCC(=O)N1CCOc2ccc(Cl)cc21)N1CCN(c2ccccn2)CC1	6.7%	6%	1%	-5%	12%	4.6	61	-0.1%	1.5%	-1%
Cc1nnc(SCC(=O)Nc2sc3c(c2C#N)CCCCC3)n1N	0.0%	-4%	-3%	11%	-14%	0.0	52	-0.1%	0.3%	-3%
COc1ccc(Cn2c(=S)[nH]c3cc(C(=O)NCCCN4CCOCC4)ccc3c2=O)cc1	-0.3%	-6%	-6%	-14%	-28%	1.7	45	0.6%	-1.4%	-8%
COC(=O)[C@@H]1CCCN1C(=O)CCc1nnc(CCC2CCCCC2)o1	0.1%	-10%	0%	-3%	7%	0.9	79	0.2%	-1.6%	-11%
COc1cc(C(=O)NC2CCCc3ccccc32)cc(OC)c1OC (stereo unspecified)	0.2%	-12%	2%	2%	0%	-0.6	58	-0.2%	-1.7%	12%
COc1ccc(-c2nc(-c3ccccn3)nc(N3CCN(C)CC3)c2C#N)cc1	-1.7%	13%	-14%	4%	-3%	1.4	44	-0.3%	-2.4%	10%
COc1ccc(N(CC(=O)N2CCN(C)CC2)S(=O)(=O)c2ccccc2)cc1OC	-1.2%	12%	1%	9%	14%	-2.9	25	-0.1%	0.9%	-2%
COc1ccc(OC)c(NC(=O)c2ccc(Cl)cc2)c1	-2.2%	3%	0%	0%	22%	0.5	48	-0.1%	0.2%	12%
Cc1onc(-c2ccccc2)c1CNS(=O)(=O)c1ccc(F)cc1F	-0.8%	23%	14%	-8%	-10%	-1.4	37	0.2%	-1.0%	5%
Cc1cccc(N2C(=O)CC(N3CCOCC3)C2=O)c1 (stereo unspecified)	2.4%	13%	3%	0%	-7%	0.2	51	0.3%	-2.3%	-14%
CN(C)c1nc(Oc2ccc(C(=O)OCC(=O)Nc3ccccc3)cc2)nc(N(C)C)n1	0.1%	2%	-4%	3%	-6%	3.1	42	-0.3%	-1.5%	4%
CC(C)OC(=O)NCCOC(=O)Nc1cccc(Cl)c1	0.3%	7%	3%	1%	-1%	-1.4	90	0.2%	15%	8%
O=C(CCN1C(=O)c2ccccc2C1=O)C1=NN[C@@H]2C(=O)N(c3ccc(F)cc3)C(=O)[C@H]12	-2.6%	8%	-4%	0%	u	2.6	54	-0.4%	-1.6%	5%
Cc1ccc2oc(C(=O)N(C)Cc3ccc(C)o3)c(C)c2c1	0.1%	4%	4%	-8%	21%	2.1	62	0.2%	0.9%	5%
COc1ccc(CNC(=O)C(NS(=O)(=O)c2cccc3nsnc23)C(C)C)cc1 (stereo unspecified)	0.1%	11%	2%	-5%	9%	-0.9	52	-0.1%	-0.8%	-11%
C[C@@H](C(=O)OCn1nnc2ccccc2c1=O)N1C(=O)C2CCCCC2C1=O (stereo partly specified)	-0.2%	10%	8%	-5%	-5%	-1.2	46	-0.3%	-1.4%	0%
CC(C)(C)C1CCC(=NNC(=O)CN(c2ccccc2)S(C)(=O)=O)CC1 (stereo unspecified)	2.5%	9%	-2%	-1%	-2%	0.9	42	0.2%	-2.3%	9%
CCc1cccc2c1NC1(CCCC1)CC2C (stereo unspecified)	1.0%	10%	-1%	-9%	-2%	1.9	66	0.3%	-3.7%	10%
COc1ccc([N+](=O)[O-])cc1NC(=O)Nc1ccccc1	0.2%	6%	10%	-5%	2%	7.4	57	1.0%	-1.6%	-9%
O=C(O)CC/C(=N\NC(=O)CNC(=O)c1cccc(Cl)c1)c1ccccc1	0.4%	6%	13%	-3%	-10%	-0.1	77	-0.2%	0.4%	-12%
